Bioassay records deposited in PubChem by National Center for Advancing Translational Sciences (NCATS).
KCNH2 WT inh: KCNH2 (human, wildtype) channel inhibition; actives 0.37% (n = 340,000); AID 720551; U2OS, BacMam KCNH2, thallium flux FluxOr; active compounds read low; activity change, % at 1.84 µM; Q12809;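 active = maximum activity change below -70%; inconclusive = maximum activity change between -70% and -50%; inactive = maximum activity change above -50%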
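U2OS cells transduced with wild-type KCNH2 virus are loaded with FluxOr dye for 45 min, and thallium flux is measured in kinetic reads before and after stimulation buffer. Rate constants are normalized to DMSO controls.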
GALK inhibitor: blocks human galactokinase activity; actives 0.007% (n = 270,000); Potency, µM (doses to about 57.5 µM), without a hit: top-dose activity change, negative = inhibition, actives largely listed as inhibitors; P51570; Purified GALK, Kinase-Glo residual ATP luminescence; AID 1868; note: potency is the fitted concentration of half-maximal effect
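Quantitative HTS: GALK 5 nM, ATP 35 uM, galactose 100 uM, 1 h room temperature, then luciferase-based ATP detection.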
KCNH2 3.1 block: blocks the human KCNH2 3.1 channel isoform; actives 0.95% (n = 340,000); activity change, % (tested at about 1.8 µM); U2OS KCNH2 3.1, thallium flux FluxOr; active compounds read low; AID 720553;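 active = maximum activity change below -70%; inconclusive = maximum activity change from -70% to -50%; inactive = maximum activity change above -50%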;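 note: thallium influx rate constant from kinetic fluorescence after stimulation buffer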
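Virally transduced U2OS (3.1 isoform, 4 h infection in dark at RT) → overnight 37 C → FluxOr + Red40 in HBSS/HEPES, 45 min → stimulation buffer, 2 min kinetic read → rate constant vs DMSO controls.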
Chronic BCR inh: inhibitors of chronic active B-cell receptor signaling | actives 0.05% (n = 340,000) | ABC-DLBCL IkBa-CBG/CBR reporter, luminescence ratio, 4 h | Potency, µM (top dose mostly 46.1 µM), inactives show top-dose ratio change, negative = lower green/red ratio, hits mostly inhibitors; active = well fitted inhibition curve with a large enough effect in the signal ratio, with a control signal flat, not every such curve was filed as active; inconclusive = small, poorly fitted or top-dose-only effect, or effect the other way, or a change in a side signal; the % refers to the signal ratio;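 note: potency is the fitted concentration of half-maximal effect; plate controls were basal doxycycline-induced cells for no effect and cells given 10 µM MG132 for full effect; MG132 reads +100%, hits lower the ratio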
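Concentration-response series (up to 46 uM) were applied to TMD8 dual-reporter cells for 4 h at 37C with doxycycline. Green/red ratio, after filter-overlap correction, defined %Activity; red signal alone was normalised to basal cells and zero luminescence.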
uPA surface inh: inhibitors of cell surface uPA generation | AID 540303 | actives 0.31% (n = 330,000) | Potency, µM (highest dose often 38.3 µM), inactives show at the highest dose activity change, negative = inhibition, actives largely listed as inhibitors | cell surface uPA generation assay, qHTS; active = well fitted inhibition curve with a large enough effect; inconclusive = small, poorly fitted or top-dose-only effect; inactive = no such curve, though single readings can be large or run the other way; tested in mouse RAW 264.7 cells; note: potency is the fitted concentration of half-maximal effect; nearly all actives have a fitted effect of over 55% in size
B2AR arrestin: recruits beta-arrestin to the human beta2-adrenergic receptor; P07550; beta-arrestin recruitment to beta2AR, cell-based reporter; actives 0.02% (n = 330,000); Potency, µM (titrated, usually from 46.1 µM), inactives show at the top dose activation, hits mostly activators; AID 492947;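 note: potency is the fitted concentration of half-maximal effect; 0% = DMSO controls and full agonism = EC100 isoproterenol or metaproterenol; nearly all actives have a fitted effect of over 65% in size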
Eya2 inh: inhibitors of human Eya2 phosphatase activity. O00167. actives 0.006% (n = 330,000). Potency, µM (doses to about 76.9 µM), for inactives: top-dose activity, negative = inhibition, hits mostly inhibitors. AID 488837. recombinant Eya2, OMFP fluorescence dephosphorylation (OMFP is methylfluorescein phosphate); note: potency is the fitted concentration of half-maximal effect
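Eya2 protein (added as 0.2 uM solution) was preincubated with compound for 10 min at ambient temperature in 50 mM HEPES pH 7.5, 50 mM NaCl, 5 uM MgCl2, 0.05% BSA, 1 mM DTT. OMFP (added at 50 uM) then reacted 10 min; fluorescence read at 485/525 nm.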
PKM2 act: activators of human pyruvate kinase M2. actives 0.34% (n = 260,000). purified PKM2, Kinase-Glo ATP luminescence, activation; response scale: 0% is enzyme alone, no compound. AID 1631. P14618. Potency, µM (doses to about 57.5 µM), without a hit: at the highest dose activation, usual class: activators; note: potency is the fitted concentration of half-maximal effect; nearly all actives have a fitted effect of over 55% in size
Target sequence (P14618 whole entry, looked up): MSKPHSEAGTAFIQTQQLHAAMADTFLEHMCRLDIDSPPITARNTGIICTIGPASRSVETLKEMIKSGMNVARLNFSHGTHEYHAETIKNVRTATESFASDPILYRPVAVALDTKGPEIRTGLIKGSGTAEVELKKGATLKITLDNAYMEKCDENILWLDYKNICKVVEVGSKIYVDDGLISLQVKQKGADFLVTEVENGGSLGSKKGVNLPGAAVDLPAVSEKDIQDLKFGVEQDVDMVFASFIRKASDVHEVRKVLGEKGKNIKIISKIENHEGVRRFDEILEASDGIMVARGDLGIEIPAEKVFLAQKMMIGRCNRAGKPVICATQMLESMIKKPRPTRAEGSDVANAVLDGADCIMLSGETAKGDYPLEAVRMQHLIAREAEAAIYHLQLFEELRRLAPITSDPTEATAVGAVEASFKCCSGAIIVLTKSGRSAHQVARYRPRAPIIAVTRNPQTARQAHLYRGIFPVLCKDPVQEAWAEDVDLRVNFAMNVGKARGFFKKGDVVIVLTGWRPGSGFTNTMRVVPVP
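Kinase-Glo luminescence reports ATP generated from ADP (0.1 mM) and PEP (0.5 mM) by purified hPK-M2 after 1 h at room temperature, pH 7.2 imidazole buffer; intermediate enzyme activity allows detecting inhibitors and activators.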
FBPA coupling cs: inhibits coupling enzyme system, counter-screen for aldolase hits; coupling enzyme system counterscreen, AmpLite Red fluorescence; activity change, negative = inhibition, % at 58.2 µM, hits read low; actives 0.67% (n = 290,000); in the data active = activity change below about -30%
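Final compound at 57.5 uM, incubated 10 min at RT with coupling enzyme reagent (glyceraldehyde-3-phosphate), then 20 min with substrate and AmpLite Red detection. Fluorescence read at 525/598 nm; tests interference with the coupling assay, not aldolase inhibition.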
USP2a block: blocks human ubiquitin-specific protease USP2a; USP2 core, Ub-CHOP2 coupled fluorogenic reporter, 485/531; O75604; actives 0.01% (n = 330,000); Potency, µM (highest dose often 38.3 µM), inactives show at the highest dose activity change, negative = inhibition, usual class: inhibitors;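 note: potency is the fitted concentration of half-maximal effect; plate controls were DMSO wells for no effect and full inhibition by NEM control for full effect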
Target sequence (O75604 whole entry, looked up): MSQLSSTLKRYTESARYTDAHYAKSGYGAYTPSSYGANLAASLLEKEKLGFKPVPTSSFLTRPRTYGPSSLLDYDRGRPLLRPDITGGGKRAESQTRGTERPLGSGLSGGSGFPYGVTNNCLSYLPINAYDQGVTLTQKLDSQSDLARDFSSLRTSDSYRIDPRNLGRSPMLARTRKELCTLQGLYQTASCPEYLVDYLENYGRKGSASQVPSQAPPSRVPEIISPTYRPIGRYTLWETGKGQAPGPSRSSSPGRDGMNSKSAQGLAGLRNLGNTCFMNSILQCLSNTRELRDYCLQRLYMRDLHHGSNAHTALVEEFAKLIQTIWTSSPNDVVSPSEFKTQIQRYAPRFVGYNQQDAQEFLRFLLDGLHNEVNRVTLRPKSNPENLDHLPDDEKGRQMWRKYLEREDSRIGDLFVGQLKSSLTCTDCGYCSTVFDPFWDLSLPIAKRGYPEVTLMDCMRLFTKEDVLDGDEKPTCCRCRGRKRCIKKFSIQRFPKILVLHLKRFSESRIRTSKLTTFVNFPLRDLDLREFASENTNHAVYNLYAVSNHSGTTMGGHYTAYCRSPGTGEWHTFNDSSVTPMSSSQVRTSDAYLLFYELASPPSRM
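USP2 core (10nM final) preincubated 30min RT with compound in 20mM Tris-HCl pH 8.0, 2mM CaCl2, 2mM beta-mercaptoethanol, 0.05% CHAPS; 25nM Ub-CHOP2 plus 25nM reporter substrate added, fluorescence (Ex485/Em531) read after 60min.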
Giardia kill: kills Giardia lamblia; AID 540267; activity change, % at 7.66 µM, hits read low; actives 0.15% (n = 340,000); Giardia lamblia trophozoite viability; in the data active = activity change below about -80%; inconclusive = between about -30% and that limit;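 note: parasites exposed to compound for two days anaerobically before the ATP read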
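Trophozoites 100 cells/well + cpd; 48 hrs, 37 deg C, anaerobic. ATPLite 1-Step added, 15-30 min RT, luminescence read (ATP-based viability).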
Active calls of the source: *; & = joins results of further samples; [ ] = another dose, or the depositor's remark. Unless noted, calls come from the whole dose curve; as a rule, active = well fitted curve in the direction sought with a large enough effect; inconclusive = small, poorly fitted or top-dose-only effect, or another doubt; inactive = no such curve, though single readings can be large; an effect the other way counts as inactive or inconclusive. Unless noted, % is set by controls: 0 for no effect and ±100 for the full control effect.

`COc1ccc(C2/C=C\CN(C(=O)c3ccccc3)CC(=O)N2Cc2ccc(F)cc2)cc1` (stereo not given) gave KCNH2 WT inh 1, GALK inhibitor -2%, KCNH2 3.1 block -14, Chronic BCR inh -1%, uPA surface inh 4%, B2AR arrestin -2.9%, Eya2 inh -5%, PKM2 act -2%, FBPA coupling cs 3&4, USP2a block 7% and Giardia kill -7&-26.
For CCOC(=O)Cn1nc(-c2ccccc2)c2cnc3ccc(CC)cc3c21 the results were KCNH2 WT inh -12, KCNH2 3.1 block 0, Chronic BCR inh 0%, uPA surface inh -2%, B2AR arrestin -0.8%, Eya2 inh -3%, PKM2 act 4%, FBPA coupling cs -6, USP2a block 3% and Giardia kill -7.
CCOC(=O)C1CCN(C(=O)/C=C/c2ccc(S(=O)(=O)N3CCOCC3)cc2)CC1 was read as KCNH2 WT inh -8, KCNH2 3.1 block 11, Chronic BCR inh 0%, uPA surface inh -5%, B2AR arrestin -0.4%, Eya2 inh -5%, USP2a block 0% and Giardia kill 9.
`O=S(=O)(NNc1ccc(Cl)nn1)c1ccc(F)cc1` gave KCNH2 WT inh -3, KCNH2 3.1 block 0, Chronic BCR inh -2%, uPA surface inh 6%, B2AR arrestin 3.1%, Eya2 inh 1%, PKM2 act -42%, FBPA coupling cs 3, USP2a block -3% and Giardia kill 7.
Screening COc1ccc(CCNCC(O)c2ccccc2)cc1 (stereo not given) returned KCNH2 WT inh -16, GALK inhibitor 1%, KCNH2 3.1 block -6, Chronic BCR inh -2%, uPA surface inh 1%, B2AR arrestin -0.1%, Eya2 inh 11%, PKM2 act -6%, FBPA coupling cs -1, USP2a block 0% and Giardia kill -11.
Screening Cc1ccc(CNC(=O)CNC(=O)[C@@H]2Cc3ccccc3CN2C(=O)OC(C)(C)C)cc1 returned KCNH2 WT inh 7, GALK inhibitor 5%, KCNH2 3.1 block 3, Chronic BCR inh -4%, uPA surface inh 6%, B2AR arrestin -1.1%, Eya2 inh 4%, PKM2 act 2%, FBPA coupling cs 3, USP2a block 2% and Giardia kill -8.
Screening Cc1ccc(/C(O)=C/c2nc3ccccc3oc2=O)cc1 returned KCNH2 WT inh 4, GALK inhibitor 10%, KCNH2 3.1 block -10, Chronic BCR inh inconclusive, uPA surface inh -8%, B2AR arrestin -0.1%, Eya2 inh -6%, PKM2 act 0%, FBPA coupling cs 4, USP2a block 0% and Giardia kill 11.
`CCCN1CNc2c(c(=O)[nH]c(=S)n2CCc2ccccc2)C1` gave KCNH2 WT inh 10, GALK inhibitor 0%, KCNH2 3.1 block 4, Chronic BCR inh 7%, uPA surface inh -6%, B2AR arrestin -0.1%, Eya2 inh 0%, PKM2 act -1%, FBPA coupling cs 2, USP2a block 1% and Giardia kill -17.
For COc1cccc2[nH]c(C(=O)NCCCN3CCCC3=O)cc12 the results were KCNH2 WT inh -5, GALK inhibitor 2%, KCNH2 3.1 block -1, Chronic BCR inh inconclusive, uPA surface inh 17%, B2AR arrestin -0.1%, Eya2 inh -12%, USP2a block -4% and Giardia kill -11.
For Cc1cc(C)c(NS(=O)(=O)c2ccc3c(c2)NC(=O)C(C)C(=O)N3)c(C)c1 (stereo not given) the results were KCNH2 WT inh -1, KCNH2 3.1 block -13, Chronic BCR inh -1%, uPA surface inh -12%, B2AR arrestin 0.5%, Eya2 inh -25%, PKM2 act 2%, FBPA coupling cs 2, USP2a block 2% and Giardia kill -2.
Screening Cc1nn(CC(=O)NCCCN2CCCC2=O)c(C)c1[N+](=O)[O-] returned KCNH2 WT inh 15, KCNH2 3.1 block 3, Chronic BCR inh inconclusive, uPA surface inh -4%, B2AR arrestin -0.7%, Eya2 inh 5%, USP2a block -1% and Giardia kill 7.
Screening CCCNS(=O)(=O)c1cc(Br)cc2c1N(C(=O)CC)CC2 returned KCNH2 WT inh 3, GALK inhibitor -4%, KCNH2 3.1 block -11, Chronic BCR inh -8%, uPA surface inh -1%, B2AR arrestin -1.7%, Eya2 inh -1%, PKM2 act 3%, FBPA coupling cs 3, USP2a block 1% and Giardia kill 9.
For O=S(=O)(c1cccc(-c2nnco2)c1)N1CCCC1 the results were KCNH2 WT inh -4, GALK inhibitor 1%, KCNH2 3.1 block 1, Chronic BCR inh 10%, uPA surface inh -8%, B2AR arrestin -0.1%, Eya2 inh 1%, PKM2 act 1%, FBPA coupling cs -2, USP2a block 0% and Giardia kill 10.
Cc1[nH]c2ccccc2c1/C=C/c1cc[n+](C)cc1 was read as KCNH2 WT inh -8, GALK inhibitor 1%, KCNH2 3.1 block -23, Chronic BCR inh -1%, uPA surface inh -1%, B2AR arrestin -0.1%, Eya2 inh 32%, PKM2 act -1%, FBPA coupling cs 1, USP2a block 14% and Giardia kill -9.
Screening O=C(NCCCn1ccnc1)c1nc(Cn2cc(Br)cn2)no1 returned KCNH2 WT inh 0, GALK inhibitor -4%, KCNH2 3.1 block 14, Chronic BCR inh 7%, uPA surface inh -1%, B2AR arrestin -0.1%, Eya2 inh -1%, USP2a block 0% and Giardia kill -10.
For Cc1nc(CS(=O)(=O)c2ccccc2)cc(Sc2ccccc2Cl)n1 the results were KCNH2 WT inh 33, GALK inhibitor 0%, KCNH2 3.1 block -7, Chronic BCR inh 7%, uPA surface inh 5%, B2AR arrestin -0.1%, Eya2 inh 18%, PKM2 act 2%, FBPA coupling cs 0, USP2a block 2% and Giardia kill -4.
For Cn1c(=Nc2ccc(N3CCOCC3)cc2)ccc2ccccc21 the results were KCNH2 WT inh 3, GALK inhibitor -2%, KCNH2 3.1 block -6, Chronic BCR inh -4%, uPA surface inh 5%, B2AR arrestin -1.0%, Eya2 inh 7%, PKM2 act 0%, FBPA coupling cs 5, USP2a block 0% and Giardia kill 13.
Cc1cccc(CSc2nc3c(c(=O)[nH]2)CCC3)c1 was read as KCNH2 WT inh -16, GALK inhibitor 0%, KCNH2 3.1 block -1, Chronic BCR inh 3%, uPA surface inh 10%, B2AR arrestin 0.2%, Eya2 inh 6%, PKM2 act -1%, FBPA coupling cs 1, USP2a block 5% and Giardia kill 0.
For O=C(Cn1nnc(-c2ccccc2)n1)N1CCCCC1 the results were KCNH2 WT inh 8, GALK inhibitor -6%, KCNH2 3.1 block 7, Chronic BCR inh 0%, uPA surface inh 2%, B2AR arrestin 0.3%, Eya2 inh 4%, PKM2 act 1%[11.5 µM], FBPA coupling cs 4, USP2a block -1% and Giardia kill 12.
`CCNc1c(NC(C)=O)c(=O)oc2ccccc12` gave KCNH2 WT inh 0, GALK inhibitor 0%, KCNH2 3.1 block -3, Chronic BCR inh 0%, uPA surface inh 4%, B2AR arrestin -0.3%, Eya2 inh 3%, PKM2 act 2%, FBPA coupling cs 4, USP2a block 0% and Giardia kill -18.
COC(=O)C1=NNC(C(=O)c2ccco2)C1c1ccccc1 (stereo not given) was read as GALK inhibitor 0%, KCNH2 3.1 block -28, Chronic BCR inh 26%, uPA surface inh -14%, B2AR arrestin 0.0%, Eya2 inh 3%, PKM2 act 2%, FBPA coupling cs 1, USP2a block 1% and Giardia kill -12.
`Cc1cc2nnc(SCC(=O)OC(C)C)n2c2ccccc12` gave KCNH2 WT inh 3, GALK inhibitor 4%, KCNH2 3.1 block 4, Chronic BCR inh -7%, uPA surface inh -1%, B2AR arrestin 6.7%, Eya2 inh 13%, PKM2 act -3%, FBPA coupling cs 4, USP2a block 0% and Giardia kill 26.
`Cc1ccc2nc(SCC(=O)NNC(=O)c3ccccc3)[nH]c2c1` gave KCNH2 WT inh 19, GALK inhibitor 0%, KCNH2 3.1 block -10, Chronic BCR inh 9%, uPA surface inh 0%, B2AR arrestin 0.1%, Eya2 inh 6%, PKM2 act -1%, FBPA coupling cs 4, USP2a block 3% and Giardia kill -10.
Cc1ccc(S(=O)(=O)NC2c3cccc4cccc(c34)C2Sc2nncn2C)cc1 (stereo not given) was read as KCNH2 WT inh 8, GALK inhibitor -4%, KCNH2 3.1 block -9, Chronic BCR inh -11%, uPA surface inh -3%, B2AR arrestin -0.8%, Eya2 inh -2%, PKM2 act -1%, FBPA coupling cs 0, USP2a block 2% and Giardia kill -1.
Screening O=C(NC1CCCN(Cc2ccccc2F)C1)C1CCC1 (stereo not given) returned KCNH2 WT inh -10, GALK inhibitor 3%, KCNH2 3.1 block 1, Chronic BCR inh 5%, uPA surface inh 2%, B2AR arrestin -0.9%, Eya2 inh -2%, PKM2 act 2%, FBPA coupling cs 2, USP2a block 0% and Giardia kill 20.
CCCn1nc2cc(C(=O)NCCc3cccs3)ccc2c1OCC was read as KCNH2 WT inh 3, GALK inhibitor 0%, KCNH2 3.1 block -7, Chronic BCR inh 13%, uPA surface inh 8%, B2AR arrestin -1.9%, Eya2 inh -30%, PKM2 act 1%, FBPA coupling cs 0, USP2a block 0% and Giardia kill 24.
